Arr AP2 block: human beta-arrestin and AP2 interaction inhibition; FITC-arrestin peptide / GST-AP2 beads, flow cytometry; AP2 beta2 appendage carries R879A mutation; inhibition, % at 10 µM; hit rate 0.31% among 340,000; AID 504490;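 active = inhibition above a set limit, near 3 SD of compounds lacking own fluorescence, cut at about 54% in these data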;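 also: plate controls were DMSO wells for no effect and 5 µM unlabelled arrestin peptide for full effect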
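System: GST-AP2 R879A glutathione beads. Medium: PBS with 0.05% Tween 20 and 0.1% BSA. Also added: FITC-arrestin peptide, 50 nM. Incubation: 12 min plus 1 h, RT. Measured by: high-throughput flow cytometry of beads, ex 488, em 535 nm. Evaluation: percent drop in bead-associated FITC signal.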
OPRM1-OPRD1 ag: agonists of human mu-delta opioid receptor heterodimerization; P35372+P41143; cells, OPRM1-OPRD1 heterodimerization, luminescence; activation, % at 9.3 µM; hit rate 0.3% among 340,000; AID 504326; in the data active = activation above about 18%;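 also: 0% = vehicle-treated cells and 100% = reference agonist; values of inactives mirror those of a sister screen read the other way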
Tat export inh: E. coli Tat transport inhibition. inhibition, % at 10 µM. E. coli MC4100 TorA-mCherry Tat export, fluorescence. hit rate 0.036% among 340,000;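 active = mean replicate inhibition at least 50% and at least half of replicates individually reaching 50%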;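 also: exported cargo escapes ClpAP degradation while cytoplasmic cargo is degraded and loses fluorescence; 0% = median of neutral control wells and 100% = median of NaSCN control wells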
Pemphigus Ab inh: human desmoglein-3 autoantibody binding inhibition; hit rate 0.48% among 310,000; DSG3-coupled beads, scFv-anti-DSG3-GFP binding, flow cytometry; active compounds read low; binding (percent of control), % at 10 µM; P32926;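 active = binding more than 3 SD below its plate's average and above zero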;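 also: hits lower antibody fragment binding to DSG3; some compounds called inactive have numbers as strong as hits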
Target sequence (P32926 whole entry, looked up, the tested form may be a part): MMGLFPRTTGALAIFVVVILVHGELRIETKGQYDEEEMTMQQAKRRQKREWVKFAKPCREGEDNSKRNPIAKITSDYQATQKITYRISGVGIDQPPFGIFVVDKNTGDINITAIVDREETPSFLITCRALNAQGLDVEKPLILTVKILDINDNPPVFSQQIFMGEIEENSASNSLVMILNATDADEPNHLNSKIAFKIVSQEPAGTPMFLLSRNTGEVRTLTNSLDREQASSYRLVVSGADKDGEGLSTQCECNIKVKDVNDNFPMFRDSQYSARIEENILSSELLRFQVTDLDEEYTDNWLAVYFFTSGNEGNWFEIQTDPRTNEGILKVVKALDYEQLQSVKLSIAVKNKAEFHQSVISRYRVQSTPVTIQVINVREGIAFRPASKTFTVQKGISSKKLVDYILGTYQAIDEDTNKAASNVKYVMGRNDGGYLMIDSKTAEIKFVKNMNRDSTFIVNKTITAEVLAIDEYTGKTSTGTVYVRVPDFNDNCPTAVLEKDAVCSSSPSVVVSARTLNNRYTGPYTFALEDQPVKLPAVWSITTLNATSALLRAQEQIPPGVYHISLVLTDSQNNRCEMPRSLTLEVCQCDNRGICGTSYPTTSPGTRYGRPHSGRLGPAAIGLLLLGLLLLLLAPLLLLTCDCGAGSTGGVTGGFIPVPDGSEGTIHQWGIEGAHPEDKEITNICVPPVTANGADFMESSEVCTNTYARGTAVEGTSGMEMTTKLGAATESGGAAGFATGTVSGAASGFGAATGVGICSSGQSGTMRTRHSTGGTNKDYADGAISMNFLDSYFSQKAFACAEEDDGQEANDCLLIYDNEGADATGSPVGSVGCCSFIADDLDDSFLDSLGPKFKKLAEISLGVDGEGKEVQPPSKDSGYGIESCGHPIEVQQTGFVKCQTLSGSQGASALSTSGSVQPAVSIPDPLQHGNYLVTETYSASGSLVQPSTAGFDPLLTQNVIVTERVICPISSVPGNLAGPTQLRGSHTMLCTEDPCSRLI
Ecoli viability: counter-screen for AddAB inhibitors: E. coli growth inhibition; E. coli V3065 growth, OD600 absorbance, 18 h; inhibition, % at 11.9 µM; hit rate 0.27% among 330,000;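 active = inhibition above the campaign's mean inhibition across all tested compounds plus 3 SD, cut at about 9.9% in these data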;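 also: uninfected addAB+ strain grown without phage in ampicillin broth; 0% = DMSO wells and 100% = ciprofloxacin 0.95 µg/ml wells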
PfHsp90 set2: inhibits growth of yeast expressing Plasmodium falciparum Hsp90; S. cerevisiae expressing PfHsp90, BacTiter-Glo ATP, 48 h; yeast lacking PDR1 and PDR3 efflux regulators; inhibition, % at 9.4 µM; hit rate 0.32% among 310,000;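 active = every replicate shows inhibition above about 80%, whatever the replicate mean, limit read from the data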;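 also: 0% = DMSO neutral controls and 100% = 20 µM radicicol positive controls; yeast relying on Plasmodium falciparum Hsp90 in place of its own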
AddAB inh: less growth of phage-infected E. coli with AddAB. E. coli expressing H. pylori AddAB, absorbance growth. inhibition, % at 11.9 µM. hit rate 0.29% among 330,000. AID 435030; in the data active = inhibition above about 12%;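 also: 0% = vehicle wells of infected cells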
phage Ecoli inh: E. coli growth loss with phage present. AID 651602. inhibition, % at 11.9 µM. growth absorbance. hit rate 0.26% among 360,000; in the data active = inhibition above about 11%
PKA-R1A act: activates the PKA-R1A holoenzyme complex | hit rate 0.083% among 340,000 | activation, % at 11.4 µM | PKA-R1A dissociation, Cy5-IP20 fluorescence polarization; scaled: DMSO 0%, 113 µM cGMP 100%;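 active = percent activation above the mean of all tested compounds plus 3 SD, cut at about 19% in these data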;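 also: higher means more PKAc released from R1A so a rise in polarization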
OPRM1-OPRD1 inv: inverse agonists of human mu-delta opioid receptor heterodimerization | hit rate 0.21% among 340,000 | P35372+P41143 | cell-based MOR-DOR heterodimer luminescence, inverse agonism | AID 504357 | inhibition, % at 9.3 µM; in the data active = inhibition above about 22%, passing the limit was not always enough;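 also: 0% = cells with DMSO and 100% = wells without cells with DMSO; values of inactives mirror those of a sister screen read the other way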
SUMO Mot1 rescue: SUMOylation pathway inhibition by Mot1-301 growth rescue; S. cerevisiae Mot1-301 growth rescue, ATP luminescence, 38.5C; percent above DMSO median, 100 means doubled; hit rate 1% among 320,000; growth rescue, % at 18.8 µM;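 active = every valid replicate shows activation above 250% relative to neutral control wells; inactive = the rest, any valid replicate at or below 250%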;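 also: OY570 slx delta 5 strain wells were the positive control but not used for scaling; some compounds called inactive have numbers as strong as hits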
Numbers without * were called inactive; . = no result given.

SMILES	Arr AP2 block	OPRM1-OPRD1 ag	Tat export inh	Pemphigus Ab inh	Ecoli viability	PfHsp90 set2	AddAB inh	phage Ecoli inh	PKA-R1A act	OPRM1-OPRD1 inv	SUMO Mot1 rescue
O=C(CCc1ccccc1)Nc1cc2c3c(c1)CCC(=O)N3CCC2	2	-1.3	1	97	-1.1	.	-1.8	2.1	15	9	-4
COc1cc(CO)c(Br)cc1OCC(N)=O	-3	-0.3	-3	94	0.4	-19	2.0	1.0	-8	2	70
COc1cc(/C=N/n2c(-c3cc(C)[nH]n3)n[nH]c2=S)cc(OC)c1O	-7	1.0	-2	93	2.0	-11	-0.2	-0.5	-19	-5	7
CCOC(=O)NNc1cc(C(F)(F)F)ccn1	39	-1.4	-6	92	-1.1	-19	2.5	-1.5	-6	7	-7
COCc1cc(C(C)=O)ccc1OC	2	3.0	-11	112	-0.8	0	2.4	2.6	5	-17	.
CCOc1ccc(NC(=S)N2CCN(CCN3C(=O)c4cccc5cccc(c45)C3=O)CC2)cc1	-8	0.7	-2	95	-0.4	-17	2.5	3.8	-13	-5	18
CCOC(=O)[C@H]1[C@H]2COc3cc(OC)ccc3[C@@H]2N2C(=O)CN(Cc3ccco3)C(=O)[C@@]12C	8	-0.7	8	102	0.7	.	3.2	0.2	-14	4	6
COc1ccc2oc(CS(=O)c3ccccc3)c(C(=O)O)c2c1 (centres undefined)	2	-2.5	3	112	-0.2	7	5.7	-0.9	-1	12	426
Cc1ccc(S(=O)(=O)NCCC(=O)N2CCN(C/C=C/c3ccccc3)CC2)cc1	-1	.	-5	89	-1.8	-27	-1.9	0.5	-7	.	12
O=C(O)c1ccc(C(=O)O)c(C(=O)c2ccc(NC(=O)c3ccccc3)cc2)c1	6	-1.3	3	104	0.8	-16	-0.2	3.0	-4	6	98
Cc1ccc(/C=C2\Oc3cc(OC(=O)N4CCOCC4)ccc3C2=O)cc1	4	0.1	1	131	3.0	14	6.2	3.4	-7	-1	-5
COc1ccc(S(=O)(=O)N2CCOCC2)cc1NC(=O)/C=C/c1ccccc1	-7	-1.1	0	92	.	8	.	3.1	10	7	.
c1ccc(CSCc2ccccc2)cc1	3	3.4	-7	106	1.0	15	-0.2	1.0	-10	-17	9
O=C(O)c1ccc2c(=O)n(-c3ccccc3)c(=S)[nH]c2c1	23	-3.4	-2	99	-0.9	-17	-0.5	2.1	-14	18	5
CCc1cc(C(=O)Nc2cc(S(=O)(=O)N3CCOCC3)ccc2N2CCN(CC)CC2)sc1C	2	-2.6	1	100	.	12	.	1.5	-9	13	.
Cc1ccc(S(=O)(=O)C(C#N)c2nc3ccccc3nc2N2CCN(C)CC2)cc1 (centres undefined)	-7	-0.7	1	105	0.9	-3	1.1	2.3	-1	4	16
CC(C)(C)C1=CC(=Nc2ccccc2N)C=C(C(C)(C)C)C1=O	51	-4.3	5	97	1.5	-24	1.1	4.5	-13	26	-13
Cc1ccc2nsnc2c1S(=O)(=O)N(Cc1ccco1)Cc1cc2ccc(C)c(C)c2[nH]c1=O	0	-2.2	1	.	.	-32	.	2.0	-1	11	.
CC(=O)Nc1cccc(OC(=O)N2CCOCC2)c1	5	-0.5	5	105	-1.1	51	0.5	1.3	7	2	65
CCN(CC(=O)Nc1ccc(OC)cc1)C(=O)c1ccc([N+](=O)[O-])cc1	15	0.1	-3	104	-0.5	-10	1.3	1.8	11	-1	-26
COc1ccc(C2CC(c3ccccc3)=NN2S(=O)(=O)c2ccc(C)cc2)c(OC)c1 (centres undefined)	3	-2.3	-6	107	-0.5	-26	4.7	-0.5	1	12	2
Cc1ccc(S(=O)(=O)N(C)CC(=O)N2CCC(C(N)=O)CC2)cc1	7	0.3	7	113	.	15	.	2.4	-5	-2	.
CCCCSc1nnc(CCNC(=O)OC(C)(C)C)o1	-13	-2.8	-1	107	1.1	-9	0.8	0.1	2	14	-9
CC(=O)CC(C)(C)Nc1nc2ccc([N+](=O)[O-])cc2o1	-8	0.4	-14	118	-0.8	3	0.8	2.4	-7	-2	-15
Cc1ccc(C(=O)Oc2coc(CSc3nnc(NC(=O)c4cccs4)s3)cc2=O)cc1	1	-1.8	1	107	-3.2	-27	0.6	0.1	-4	9	-2
O=S(=O)(c1ccccc1)c1nc(-c2ccco2)oc1NCc1ccccc1	-12	-1.0	7	96	1.3	.	2.3	1.8	-15	5	11
CC(C)C[C@H]1CNC(=S)N1CC1CCCN1C[C@H](Cc1ccccc1)N1C[C@H](Cc2ccc(O)cc2)N(CC2CCCCC2)C1=S (some centres undefined)	-6	-1.4	8	107	.	-8	.	2.6	9	6	.
COc1ccccc1/C=N/n1cnnc1	1	-1.8	-3	103	0.5	-11	0.5	1.0	2	11	-1
CSc1ncc(CNc2cc([N+](=O)[O-])ccc2C)c(N)n1	6	-1.5	0	101	-2.9	-2	4.0	3.4	1	8	0
COc1ccc(S(=O)(=O)N(Cc2cc3cc(C)ccc3[nH]c2=O)CC2CCCO2)cc1 (centres undefined)	0	-1.4	6	.	3.9	-8	4.3	4.2	0	7	-4
CCOc1ccc(NC(=O)CSc2nc(N3CCOCC3)nc(N3CCOCC3)n2)cc1	-9	-0.8	0	105	-0.5	-5	-0.7	-1.3	15	4	180
CC1(C)NC(=O)N(CC(=O)OCC(=O)c2ccc(Cl)s2)C1=O	33	-6.5	-1	.	-1.4	-24	-2.1	4.2	3	32	7
O=C(COC(=O)c1ccc(CO)cc1)Nc1ccc2ccccc2c1	-14	-2.0	-4	102	-2.6	28	-1.1	1.1	8	8	0
Cc1ccc(Cn2nnc3c(=O)[nH]c(C(=O)NCc4ccco4)nc32)cc1	-4	-1.9	4	98	0.9	.	0.7	1.2	2	9	40
COc1ccc(OC)c(Nc2nc(NCc3ccco3)c3ccccc3n2)c1	-2	-1.4	-15	108	4.2	5	-0.5	4.9	-5	6	-11
O=S(=O)(c1ccccc1)N(Cc1nc(-c2ccccc2)no1)C1CCCCC1	3	1.0	9	99	0.9	.	2.8	0.6	6	-5	142
COc1ccc(NS(=O)(=O)c2cccc(C(=O)N3CCCCCCC3)c2)cc1	0	-2.3	13	.	-0.2	-3	3.2	2.9	2	9	1
Cc1ccccc1Oc1cccc(C(=O)/C(C#N)=C/N(C)C)c1	0	-1.9	0	108	-0.9	5	1.7	2.5	3	11	14
CC(C)(C)N1C(=O)[C@H]2[C@@H](c3ccc(Br)cc3)N3C(=O)N(c4ccccc4)C(=O)[C@@]3(Cc3ccccc3)[C@H]2C1=O	2	0.1	-6	101	0.9	7	1.0	4.5	-3	-1	-20
O=c1oc2ccccc2c2c1SC(C(F)(F)F)C2 (centres undefined)	-2	-2.2	-3	106	-0.3	-22	2.4	0.8	-10	11	-15
CN(CC(=O)NCCc1ccc(F)cc1)Cc1ccc(Br)cc1	8	5.0	7	.	0.4	0	1.5	1.1	9	-31	16
CCOc1ccc(C(CC(=O)O)NC(=O)Cc2ccccc2)cc1OC (centres undefined)	26	0.7	5	108	.	2	.	1.6	-13	-3	4
CC(=O)c1cn(-c2ccc(Cl)cc2)c(=O)n(Cc2ccc(Br)cc2)c1=O	39	-3.0	4	85	4.7	10	-0.7	4.3	-1	15	-17
Fc1ccccc1CN1CCCC(NC2CCC2)C1 (centres undefined)	-7	-1.1	32	125	0.9	-7	3.5	3.6	-17	5	68
Cc1[nH][nH]c(=O)c1N=Nc1ccccc1	29	-0.6	-2	.	-1.2	.	3.5	3.4	-4	3	2
COc1ccccc1-c1cc(N)n(S(=O)(=O)c2ccc(F)c(C)c2)n1	5	-0.1	-2	101	2.1	1	-0.9	2.4	-7	1	-13
Cc1ccc(-c2nnn(CC(=O)N(CC(=O)NC3CCCC3)c3ccc(F)c(Cl)c3)n2)o1	-1	3.4	-8	101	0.8	-2	2.2	0.5	-4	-20	-18
COc1ccc(S(=O)(=O)N2CCSCC2)cc1	46	2.7	1	96	-0.6	-6	0.2	-1.2	-8	-13	-6
Cc1cc(C)n(C(N)=NC(=O)c2ccc([N+](=O)[O-])cc2)n1	19	0.5	-4	95	0.3	-6	2.5	-0.2	9	-2	221
Cc1ccc(NC(=O)c2ccccc2SCC(=O)N2CCCC2)cc1S(=O)(=O)N(C)C	-7	-3.6	7	104	-0.6	-14	5.4	1.0	8	19	4

Record cards, as listed above. Order of screens: Arr AP2 block, OPRM1-OPRD1 ag, Tat export inh, Pemphigus Ab inh, Ecoli viability, PfHsp90 set2, AddAB inh, phage Ecoli inh, PKA-R1A act, OPRM1-OPRD1 inv, SUMO Mot1 rescue
COc1ccccc1-c1cc(N)n(S(=O)(=O)c2ccc(F)c(C)c2)n1 as listed: 5, -0.1, -2, 101, 2.1, 1, -0.9, 2.4, -7, 1, -13
COc1ccc(S(=O)(=O)N2CCSCC2)cc1 as listed: 46, 2.7, 1, 96, -0.6, -6, 0.2, -1.2, -8, -13, -6

Next section.
SMILES	Arr AP2 block	OPRM1-OPRD1 ag	Tat export inh	Pemphigus Ab inh	Ecoli viability	PfHsp90 set2	AddAB inh	phage Ecoli inh	PKA-R1A act	OPRM1-OPRD1 inv	SUMO Mot1 rescue
C=C1C(=O)OC2C=C(CO)C3OC3C3OC3(C)CC(OC(=O)/C(=C/C)COC(C)=O)C12 (centres undefined)	35	0.4	-4	90	.	-8	.	0.9	-1	-2	.
COC(=O)CN1C(=O)CSc2ncccc21	4	-0.6	5	97	1.8	-2	2.6	3.4	-4	4	.
COc1ccc([N+](=O)[O-])cc1NC(=O)C(C)OC(=O)Cc1ccc(OC)c(OC)c1 (centres undefined)	-7	-1.9	-12	93	-1.0	-15	0.5	1.4	-4	8	10
COc1cc(C(=S)N2CCCC2)ccc1O	0	0.3	-9	98	-0.2	.	0.4	1.5	6	-2	-8
O=C(Nc1ccc(F)cc1F)NC1CCCc2ccccc21 (centres undefined)	-12	0.9	10	106	1.1	-3	-1.4	1.5	-3	-5	1
O=C(COCc1ccccc1)N[C@@H]1c2ccccc2CC[C@@H]1OCc1ccccc1	0	4.1	-1	100	3.0	-15	-1.4	2.3	-3	-19	.
COc1ccc(N(CC(=O)NC2CCCCC2C)S(=O)(=O)c2c(C)nn(C)c2C)cc1 (centres undefined)	4	-1.1	-6	98	-1.3	6	0.2	3.7	-4	6	-2
CCOC(=O)C1(CCCc2ccccc2)CCN(C2CCN(C(C)=O)CC2)CC1	-5	-2.0	-2	95	-0.3	2	3.1	0.0	1	10	-3
CCOC(=O)N1CCN(S(=O)(=O)c2ccc(OCC)c(C)c2)CC1	9	-1.0	-6	.	1.1	-12	2.9	-0.2	4	4	8
Cc1ccnc(NS(=O)(=O)c2ccc(NC(=O)Cc3ccccc3)cc2)n1	19	-1.9	-1	109	-1.1	11	0.7	2.5	4	10	63
O=C(Nc1ccc(Cl)cc1)OCc1cn(-c2ccc(Cl)cc2)nn1	5	1.1	-9	.	1.7	17	2.6	4.0	-4	-6	.
CN1N=C(C(C)(C)C)CSC1=Nc1ccc(F)cc1	36	7.5	-2	113	-0.9	1	-0.6	1.6	9	-39	53

Source: PubChem BioAssay (several laboratories)
